Bioassay records (PubChem BioAssay)
RXFP1 antagonist: qHTS Assay for Antagonists of the Relaxin Receptor RXFP1; HEK293-RXFP1, relaxin-stimulated cAMP HTRF, 30 min; stronger effect = lower value; activity change, negative = inhibition, % at 57.5 µM; hit rate 0.59% among 350,000; AID 1259400, 2018;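 active = activity change of -60% or lower, but not beyond a set lower limit; inconclusive = change between -60% and -40%, or beyond the set limit; inactive = change above -40%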
Target sequence (Q9HBX9 whole entry, looked up): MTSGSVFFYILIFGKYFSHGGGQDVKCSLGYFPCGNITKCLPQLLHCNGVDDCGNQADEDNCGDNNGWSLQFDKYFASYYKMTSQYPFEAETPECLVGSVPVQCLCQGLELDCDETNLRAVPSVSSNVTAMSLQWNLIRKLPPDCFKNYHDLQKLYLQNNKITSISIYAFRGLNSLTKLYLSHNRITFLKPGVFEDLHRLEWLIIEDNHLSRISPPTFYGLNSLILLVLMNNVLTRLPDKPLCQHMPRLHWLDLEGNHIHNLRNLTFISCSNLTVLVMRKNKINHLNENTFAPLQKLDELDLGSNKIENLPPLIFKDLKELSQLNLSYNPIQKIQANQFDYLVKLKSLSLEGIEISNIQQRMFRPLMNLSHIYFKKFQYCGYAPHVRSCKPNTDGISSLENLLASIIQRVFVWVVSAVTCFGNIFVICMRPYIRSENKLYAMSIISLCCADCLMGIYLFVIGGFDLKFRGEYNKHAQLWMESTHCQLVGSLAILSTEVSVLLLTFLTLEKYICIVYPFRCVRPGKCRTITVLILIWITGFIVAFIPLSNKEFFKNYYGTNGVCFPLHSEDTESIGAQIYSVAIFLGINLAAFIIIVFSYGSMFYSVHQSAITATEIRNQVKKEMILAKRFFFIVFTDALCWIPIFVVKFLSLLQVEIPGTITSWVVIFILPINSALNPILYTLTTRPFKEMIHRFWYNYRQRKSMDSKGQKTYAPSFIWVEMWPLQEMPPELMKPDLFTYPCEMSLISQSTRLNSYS
Starred values were filed as active, the others as inactive; u = inconclusive. % is set by controls: 0 for no effect and ±100 for the full control effect. An excerpt; rates above refer to the full screens.

compound	RXFP1 antagonist
CC(C)[C@H](NC(=O)c1ccccc1Cl)C(=O)OCC(=O)Nc1ccc(S(=O)(=O)N2CCOCC2)cc1	u
CCOC(=O)C(C(=O)Cc1ccccc1)c1ccccc1 (stereo not drawn)	-10.0
O=C(Nc1ccccc1)OCCN1CCOCC1	3.2
CCN(CC(=O)Nc1ccc(NC(C)=O)cc1)S(=O)(=O)/C=C/c1ccccc1	7.5
COc1ccc(C=C2SC(=S)NC2=O)c(OC)c1OC	-7.8
O=C(CCNC(=O)c1ccccc1)NNC(=O)c1ccccc1Br	2.6
C[C@@H]1CN([C@@H](C)CO)C(=O)CCCn2nncc2CO[C@H]1CN(C)S(=O)(=O)c1ccc(-n2cccn2)cc1	-5.3
COc1ccc(N2CCN(C(CNS(=O)(=O)c3ccc(C)cc3)c3ccccc3)CC2)cc1 (stereo not drawn)	-7.6
COCCn1c(=S)[nH]c2cc(C(=O)NC3CCCC(C)C3C)ccc2c1=O (stereo not drawn)	-3.1
CCN(CC1CCCO1)C(=O)CCc1nnc(CCc2ccccc2)o1 (stereo not drawn)	-4.8
CC(=O)N(C)c1ccc(N2CCOCC2)c2c1C(=O)c1ccccc1C2=O	14.9
Cc1ccccc1-n1c(-c2ccc(Br)o2)n[nH]c1=S	-7.1
O=S(=O)(NC1CCN(Cc2ccccc2)CC1)c1ccc(F)c(F)c1	4.5
O=C(COc1ccc([N+](=O)[O-])cc1)NNC(=O)C1COc2ccccc2O1 (stereo not drawn)	-7.6
COc1ccc(-c2cn3c(C)c(C(=O)NCCN4CCOCC4)sc3n2)cc1	9.9
CN(C)Cc1cc(C(C)(C)c2ccccc2)ccc1O	-25.1
C[C@H](CO)N1C[C@H](C)[C@H](CN(C)S(C)(=O)=O)OCc2cnnn2CCCC1=O	2.8
O=C(CNc1cccc(S(=O)(=O)N2CCCCC2)c1)Nc1ccc(C(F)(F)F)cc1	0.5
Cc1ccc(C)c(N(CC(=O)NC2CCCC2)C(=O)c2cc3cc4cccc(C)c4nc3s2)c1	2.2
Cc1cccc2cc3ccccc3nc12	-0.3
CCc1ccc(/C=C2\SC(=S)N(CCCC(=O)Nc3cc(C)on3)C2=O)cc1	0.8
CCn1cc(C2C3=C(CC(C)(C)CC3=O)N(c3ccc(C)cc3)C3=C2C(=O)CC(C)(C)C3)c(C)n1	15.2
COc1cc2c(cc1OC)CN(C(=O)CSc1ccccc1C)CC2	-18.8
CCCCN(CCCNC(=O)c1ccc2c(c1)NC(=O)CN2C)c1ccccc1	-25.9
CCc1cccc(NC(=O)COC(=O)CSc2ccc(C)cc2)c1	2.0
O=C(NCc1ccco1)c1ccc(C(=O)NCc2ccco2)cc1	-2.5
Cc1cc2c(=Cc3ccc(N(C)C)cc3)c3ccccc3n2[n+]1C	u
CCOc1ccccc1CNn1cnnc1	-0.9
O=C1C=Cc2cccc3ccc(O)c1c23	11.7
O=C(c1ccc(OC2CCN(CCCc3ccccc3)CC2)cc1)N1CCCC1	3.5
Cc1ccccc1NC(=O)COC(=O)[C@@H]1CCCN1C(=O)c1cccs1	0.6
Cc1ccc([C@@H]2CC(=O)[C@@H]3CN(S(=O)(=O)c4ccc(C)cc4)[C@H](c4cccc(Cl)c4)C[C@@H]3N2S(=O)(=O)c2ccc(Cl)cc2)cc1	-4.2
CC(C)CC1NC(=O)N(CC(=O)N(C)C2CCCCC2)C1=O (stereo not drawn)	6.2
O=C(NC1=NCCS1)c1ccccc1F	-8.7
C[C@@H]1CCCCO[C@@H](CN(C)Cc2ccncc2)[C@@H](C)CN([C@H](C)CO)C(=O)c2cc(NC(=O)c3ccccc3)ccc2O1	3.0
O=C1OC(c2ccccc2)(c2cc(Br)ccc2O)c2ccccc21 (stereo not drawn)	u
C/C(Cn1cnc([N+](=O)[O-])n1)=N\NC(=O)c1ccccc1F	-6.1
NS(=O)(=O)c1ccc(NC(=O)c2cccc3cc4ccccc4nc23)cc1	6.1
CCOc1ccc(C(=O)Nc2cnn(Cc3ccc(Cl)c(Cl)c3)c2)cc1	-11.4
O=C1C(Cl)=C(NCCc2ccccc2)C(=O)c2ccccc21	-23.8
c1ccc(CCCCc2ccccn2)cc1	-2.9
COc1cc(/C=C/C(=O)Nc2ccc(S(=O)(=O)Nc3ncccn3)cc2)ccc1OCC#N	-5.7
O=C(COC(=O)CNS(=O)(=O)c1cc(C(F)(F)F)ccc1Cl)NC1CC1	5.2
Cc1onc(-c2ccccc2)c1C(=O)OCC(=O)Nc1ccccc1Cl	6.8
CC1C(c2ccccc2)=Nn2c(=O)n(-c3ccccc3)c(=O)n21 (stereo not drawn)	1.7
COCCNC(=O)C[C@H]1C[C@H]2c3cc(NS(=O)(=O)c4ccc(F)cc4)ccc3O[C@H]2[C@H](CO)O1	-9.9
Cc1ccc(S(=O)(=O)N2CCN(C(=O)COC(=O)COc3ccc(Cl)c(C)c3)CC2)c(C)c1	5.4
O=C(c1cccc(S(=O)(=O)N2CCN(c3ccc(F)cc3)CC2)c1)N1CCCC1	8.7
O=C(O)c1sc2cc(C(F)(F)F)cnc2c1-c1ccccc1	-17.3
O=C(Nc1ccc(Cl)c(S(=O)(=O)N2CCOCC2)c1)c1cc2ccccc2oc1=O	-4.6
COc1cccc(C(O)C2OC(=O)c3ccccc32)c1OC (stereo not drawn)	-6.0
NCC1C2CCC(O2)C1CO (stereo not drawn)	13.9
C=C(C)c1nc(Oc2ccccc2)nc(Oc2ccccc2)n1	u
COc1cc(CCC(=O)OCC(=O)Nc2cc(S(=O)(=O)N3CCOCC3)ccc2Cl)cc(OC)c1OC	4.0
O=C(COC(=O)c1ccc(Br)c(S(=O)(=O)N2CCOCC2)c1)NC1CC1	-4.5
CCC1=C(Nc2ccccc2)COC1=O	8.1
O=C(COC(=O)CSc1ccccc1)NC1CCS(=O)(=O)C1 (stereo not drawn)	3.3
O=C(NCC(c1cccs1)N1CCOCC1)c1cc(F)cc(F)c1 (stereo not drawn)	1.9
Cc1onc(-c2ccccc2Cl)c1C(=O)OCC(=O)N1CCC(C)CC1	-3.2
Cc1n[nH]c(C)c1S(=O)(=O)N1CCCC(C(=O)O)C1 (stereo not drawn)	7.2

Quoted at random: five entries already listed.
compound	RXFP1 antagonist
Cc1n[nH]c(C)c1S(=O)(=O)N1CCCC(C(=O)O)C1 (stereo not drawn)	7.2
NCC1C2CCC(O2)C1CO (stereo not drawn)	13.9
O=C(Nc1ccc(Cl)c(S(=O)(=O)N2CCOCC2)c1)c1cc2ccccc2oc1=O	-4.6
Cc1ccc(S(=O)(=O)N2CCN(C(=O)COC(=O)COc3ccc(Cl)c(C)c3)CC2)c(C)c1	5.4
COCCNC(=O)C[C@H]1C[C@H]2c3cc(NS(=O)(=O)c4ccc(F)cc4)ccc3O[C@H]2[C@H](CO)O1	-9.9

An excerpt from above in order of their number in RXFP1 antagonist, lowest first:
compound	RXFP1 antagonist
COCCNC(=O)C[C@H]1C[C@H]2c3cc(NS(=O)(=O)c4ccc(F)cc4)ccc3O[C@H]2[C@H](CO)O1	-9.9
O=C(NCc1ccco1)c1ccc(C(=O)NCc2ccco2)cc1	-2.5
CC1C(c2ccccc2)=Nn2c(=O)n(-c3ccccc3)c(=O)n21 (stereo not drawn)	1.7
Cc1n[nH]c(C)c1S(=O)(=O)N1CCCC(C(=O)O)C1 (stereo not drawn)	7.2
CCC1=C(Nc2ccccc2)COC1=O	8.1
O=C1C=Cc2cccc3ccc(O)c1c23	11.7
CCn1cc(C2C3=C(CC(C)(C)CC3=O)N(c3ccc(C)cc3)C3=C2C(=O)CC(C)(C)C3)c(C)n1	15.2

Following part:
compound	RXFP1 antagonist
CNC(=O)C[C@H]1C(=O)N(Cc2ccccc2)C[C@@H]1C	-4.1
CCN(CC)CCN	-19.2
OC(COc1ccccc1)CN1CCCCC1 (stereo not drawn)	0.1
O=C(CCl)Nc1ncc(S(=O)(=O)c2ccc([N+](=O)[O-])cc2)s1	2.8
COc1ccc(OCC(=O)N/N=C/c2cccc3cccnc23)cc1	12.0
CC(Sc1nnc(CN2CCCC2)n1Cc1ccccc1)C(=O)Nc1ccc(F)cc1Cl (stereo not drawn)	-2.9
C[C@@H]1CN([C@@H](C)CO)C(=O)c2cc(N(C)C)ccc2O[C@@H](C)CCCCO[C@@H]1CN(C)Cc1ccc2c(c1)OCO2	10.6
CC(=O)Nc1ccc(S(=O)(=O)Nc2ccc3nc(C)sc3c2)cc1	-9.0
CC1(C)N=C(N)N=C(N)N1c1ccc(OCC(=O)Nc2ccccc2)c(Cl)c1	3.8
COc1cc(Br)cc(C(=O)N2CCc3ccccc32)c1OC	5.0
C[C@H](CO)N1C[C@H](C)[C@H](CN(C)C(=O)NC2CCCCC2)Oc2cc(-c3cccnc3)ccc2S1(=O)=O	0.0
CCC1(CC(C)C)SC(N)=NC1=O (stereo not drawn)	-10.3
CCCCCCCCCCCCCCCCC(C(=O)O)C(O)(CC(=O)O)C(=O)O (stereo not drawn)	-27.0
CN(CC(=O)Nc1cccc2ccccc12)C(=O)c1ccc(NC(=O)CC#N)cc1	-5.1
O=C1Nc2ccc(Br)cc2/C1=C/C(=O)c1ccccc1	-82.5*
COc1ccc(C(=O)OCC(=O)NC(=O)Nc2ccccc2F)c(OC)c1	0.4
COCCn1c(SCC(=O)N2CCCC2)nc2c(c1=O)SCC2	-3.7
CC(=O)c1cccc(NC(=O)COC(=O)Cn2cnc3ccccc32)c1	5.8
Cn1c(N)c(C(=O)COC(=O)c2cc(S(=O)(=O)NCc3ccccc3)ccc2O)c(=O)n(C)c1=O	-5.1
Cc1cccc(CC2(O)C(=O)Nc3ccccc32)n1 (stereo not drawn)	1.7
CN(C)c1nc(N)c(C#N)c(C#N)c1C#N	0.8
CCOc1ccccc1NC(=O)CCNC(=O)N1CC(=O)Nc2ccccc21	5.9
COc1cccc(NC(=O)CN(C)C(=O)c2cccc(NS(=O)(=O)c3ccc(Br)cc3)c2)c1	-5.9
CN(c1ccccc1)S(=O)(=O)c1cc(C(=O)NCc2ccco2)ccc1Cl	-3.9
CCOc1ccc(S(=O)(=O)NN=C(C)c2cccnc2)cc1	0.9
c1cc2c3c(cccc3c1)NN=N2	-5.2
C[C@H](NC(=O)c1ccco1)C(=O)Nc1nnc(SCc2ccccc2)s1	0.2
O=C(NN=Cc1ccc2c(c1)OCO2)c1ccncc1	-2.1
O=C1C2CCC(C2)C1CN1CCOCC1 (stereo not drawn)	0.2
CCc1ccc(NC(=O)C(C)OC(=O)CCN2C(=O)C3CC=CCC3C2=O)cc1 (stereo not drawn)	-12.7
CCN(C(=O)COC(=O)c1nccnc1N)c1cccc2ccccc12	-2.1
CCOc1ccc(/C(O)=C2\C(=O)C(=O)N(c3ccccn3)C2c2ccccc2F)c(C)c1 (stereo not drawn)	3.6
O=C(Cn1cnc2ccccc21)OCC(=O)N1CCCCC1	-13.9
CC(CO)NS(=O)(=O)c1cccc(Cl)c1F (stereo not drawn)	2.8
Cc1ccccc1C(=O)c1ccccc1C(=O)c1ccccc1	-6.4
CSc1ncccc1C(=O)OCC(=O)NC12CC3CC(CC(C3)C1)C2	-4.5
Nc1ccccc1SC(CC(=O)c1ccccc1)c1cccc([N+](=O)[O-])c1 (stereo not drawn)	-25.4
Cc1nn(-c2ccccc2)c(C)c1/C=N/NC(=O)c1ccc(F)cc1	3.8
COc1ccc(CC(=O)Nc2ccc(S(=O)(=O)Nc3cc(C)nc(C)n3)cc2)cc1OC	-0.7
CCCCN(C(=O)c1ccc(N(C)S(=O)(=O)c2ccc(C)cc2)cc1)c1c(N)n(CC(C)C)c(=O)[nH]c1=O	-3.8
S=C(Nc1ccccc1)Nc1ccc2ccccc2c1	13.0
Cc1cc(NC(=O)COC(=O)COc2ccc(Cl)c(C)c2)no1	-1.1
Cc1cc(C(=O)NNC(C)Cc2ccccc2)no1 (stereo not drawn)	-2.2
